Rpn11 block – inhibitors of human proteasome Rpn11. O00487. calls only at 20 µM. AID 588493. human 26S proteasome, Ub4-pepOG fluorescence polarization; 20S core pre-blocked with epoxomicin. 360,000 tested, 0.59% active;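 active = inhibition at 20 µM, scaled to each plate's controls, above about 33%, limit read from the data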
Scp1 inh – inhibitors of human Scp-1 phosphatase; inhibition, % at 20 µM; Q9GZU7; Recombinant Scp1, phosphopeptide, malachite green phosphate absorbance; 340,000 tested, 0.88% active;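 active = inhibition above about 50% at 20 µM, limit read from the data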;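 also: plate controls were DMSO wells with enzyme for no effect and wells lacking enzyme for full effect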
Target sequence (Q9GZU7 76-261 limits assumed): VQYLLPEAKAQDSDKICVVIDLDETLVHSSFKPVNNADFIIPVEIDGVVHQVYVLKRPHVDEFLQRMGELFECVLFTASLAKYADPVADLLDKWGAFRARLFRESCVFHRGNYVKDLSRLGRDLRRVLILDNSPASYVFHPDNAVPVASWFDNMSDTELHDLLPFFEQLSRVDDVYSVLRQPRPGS
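Assay system: SCP-1 catalytic fragment, aa 76-261 | Buffer or medium: Tris acetate buffer pH 5.5 with MgCl2 and Tween-20 | Compound: One concentration, 20 µM, with 1.0% DMSO | Also added: Phospho 17-mer peptide substrate | Signal: Absorbance at 630 nm | Incubation: 45 min enzyme reaction at room temperature | Measure: % inhibition of SCP-1 phosphate liberation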
NadD block – inhibitors of Staphylococcus aureus NadD | purified NadD enzyme, colorimetric absorbance read-out | inhibition, % at 20 µM | 360,000 tested, 0.78% active | AID 602399; in the data active = inhibition above about 26%; also: some compounds past the cut are filed as inactive
MLLE-PAM2 inh – inhibitors of microRNA-mediated deadenylation, human PABP1 MLLE binding. GST-MLLE / FITC-PAM2 fluorescence polarization. inhibition, % at 20 µM. 360,000 tested, 0.36% active; in the data active = inhibition above about 35%, passing the limit was not always enough;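 also: plate controls were DMSO wells with GST-MLLE for no effect and wells lacking GST-MLLE protein for full effect; some results filed as inactive read as strong as hits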
SUMO1 PPI mod – modulators of human SUMO1-mediated protein-protein interactions; SUMO1 binding to a labelled peptide, TR-FRET, 1 h; inhibition, % at 20 µM; 360,000 tested, 0.33% active; AID 602429; in the data active = inhibition above about 37%
Target sequence (P63165 whole entry, looked up): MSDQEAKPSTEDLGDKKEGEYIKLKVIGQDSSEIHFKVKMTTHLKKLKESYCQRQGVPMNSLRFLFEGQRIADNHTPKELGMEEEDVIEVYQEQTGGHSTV
TbMetRS inhib – blocks T. brucei methionyl-tRNA synthetase activity; AID 624268; purified T. brucei MetRS, ATP depletion, Kinase-Glo luminescence; 360,000 tested, 0.4% active; inhibition, % at 11.9 µM;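 active = inhibition above a per-plate cutoff of the control wells' mean inhibition plus 3 SD, cut at about 5.5% in these data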;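 also: 0% = DMSO wells median and 100% = median of wells with control inhibitor compound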
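Test system – parasite MetRS enzyme · Reagent – substrates ATP, L-methionine and bulk Escherichia coli tRNA · Doses – 11.9 µM compound single dose, 0.9% DMSO · Times – 15 min enzyme-compound preincubation, 2 h reaction, 10 min detection, 25 °C · Signal – Kinase-Glo luminescence, ATP depletion format · Controls – DMSO-only wells as low control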
LMPTP inh – LMPTP (human) inhibition; P24666; recombinant LMPTP-A, OMFP fluorogenic substrate, fluorescence intensity; inhibition, % at 20 µM; 360,000 tested, 0.22% active;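 active = compounds that cut the enzyme signal by at least half of the control window in the single-dose screen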;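 also: plate controls were DMSO wells with enzyme plus substrate for no effect and substrate without enzyme for full effect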
Target sequence (P24666 whole entry, looked up): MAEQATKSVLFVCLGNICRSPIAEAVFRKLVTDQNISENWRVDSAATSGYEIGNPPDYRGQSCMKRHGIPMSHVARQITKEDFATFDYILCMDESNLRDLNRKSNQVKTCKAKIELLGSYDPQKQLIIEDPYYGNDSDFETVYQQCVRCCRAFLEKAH
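Test system – LMPTP-A phosphatase enzyme · Quantity – 0.625 nM LMPTP-A final · Reagent – OMFP substrate, 400 µM final · Dosing – one test concentration per compound, 20 µM, with 3% DMSO overall · Timing – 50 min enzyme reaction at room temperature, protected from light · Detection – fluorescence intensity · Controls – substrate-only low control, DMSO enzyme-plus-substrate high control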
STEP block – inhibitors of human striatal-enriched phosphatase STEP; inhibition, % at 20 µM; P54829; recombinant STEP, OMFP fluorogenic substrate, fluorescence; 360,000 tested, 0.25% active;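 active = inhibition at 20 µM, scaled per plate between control wells, above about 37%, limit read from the data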;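 also: 0% = DMSO with enzyme and substrate and 100% = substrate only without enzyme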
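medium = Bis-Tris buffer pH 6.0, 2.5 mM DTT, 0.005% Tween 20 | test system = STEP (striatal-enriched tyrosine phosphatase) enzyme, cell-free | measure = normalized % inhibition | compound dosing = 20 µM, 1% DMSO | also added = 25 µM OMFP | schedule = reaction 20 min, ambient temperature | measured by = fluorescence read at 480 nm ex / 540 nm em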
DNMT1 block – DNMT1 (human) enzyme inhibition. P26358. DNMT1 molecular beacon, Hinp1I cleavage, fluorescence. inhibition (reported as % activation of signal), % at 10 µM. 360,000 tested, 0.83% active. AID 588458; in the data active = inhibition above about 50%
CSN deneddyl inh – inhibitors of human CSN-mediated cullin deneddylation; 360,000 tested, 0.38% active; inhibition, % at 12.5 µM; Q92905; AID 651999; Purified CSN, SCF-Nedd8-OG deneddylation, fluorescence polarization;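 active = pattern-corrected inhibition above about 35%, with an unprinted fluorescence ratio check between 0.5 and 1.5, limit read from the data, passing the limit was not always enough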;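 also: 0% = enzyme with substrate and 100% = substrate without enzyme; some results filed as inactive read as strong as hits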
Target sequence (Q92905 whole entry, looked up, one chain of several): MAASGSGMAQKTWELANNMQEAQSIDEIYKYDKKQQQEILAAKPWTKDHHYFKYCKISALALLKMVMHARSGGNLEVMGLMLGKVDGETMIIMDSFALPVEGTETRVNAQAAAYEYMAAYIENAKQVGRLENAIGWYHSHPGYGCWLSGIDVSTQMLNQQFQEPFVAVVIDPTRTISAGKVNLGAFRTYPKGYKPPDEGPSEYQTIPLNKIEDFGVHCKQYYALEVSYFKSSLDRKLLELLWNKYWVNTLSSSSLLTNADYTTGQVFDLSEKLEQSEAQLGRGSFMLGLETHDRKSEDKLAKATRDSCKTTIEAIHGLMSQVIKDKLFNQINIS
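Assay system: purified human Csn5 enzyme expressed in HEK293T cells; Input: 0.24 nM Csn5 enzyme, final concentration; Reagent: 10 nM SCFSkp2-Nedd8OG; Compound dosing: 12.5 µM single point; Times: reaction 90 min, room temperature; Technique: fluorescence polarization readout.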
* hit, by the source's call.

What do the screens show for `O=C(Nc1ccccc1Cl)c1ccc2c(=O)n3c(nc2c1)CCC3`?
Rpn11 block: inactive; Scp1 inh: -2; NadD block: 2; MLLE-PAM2 inh: -24; SUMO1 PPI mod: -1; TbMetRS inhib: -0.2; LMPTP inh: 0.5; STEP block: -2; DNMT1 block: 0; CSN deneddyl inh: -1

Results for O=C(c1ccccc1)c1ccc(N2CCCC2)cc1 ?
Rpn11 block: inactive; Scp1 inh: -7; NadD block: 13; MLLE-PAM2 inh: -13; SUMO1 PPI mod: -8; TbMetRS inhib: 0.7; LMPTP inh: 2.4; STEP block: 2; DNMT1 block: -4; CSN deneddyl inh: 5

How did OCCC1CN(Cc2cnc(-c3cccc4ccccc34)nc2)CCN1C1CCCCC1 (stereo not drawn) do in these assays?
Rpn11 block: inactive; Scp1 inh: 0; NadD block: 0; MLLE-PAM2 inh: -4; SUMO1 PPI mod: -11; TbMetRS inhib: 0.2; LMPTP inh: -0.7; STEP block: 5; DNMT1 block: 24; CSN deneddyl inh: 2

How did Cc1nc(NC(=O)CN2CCCCC2)sc1C(=O)N(C)C do in these assays?
Rpn11 block: inactive; Scp1 inh: -5; NadD block: -6; MLLE-PAM2 inh: -2; SUMO1 PPI mod: 9; TbMetRS inhib: -0.8; LMPTP inh: -1.5; STEP block: 1; DNMT1 block: 9; CSN deneddyl inh: -1

How did Cc1ccccc1-n1nnnc1SCc1ncc(-c2ccccc2)o1 do in these assays?
Rpn11 block: inactive; Scp1 inh: -1; NadD block: -2; MLLE-PAM2 inh: -51; SUMO1 PPI mod: 0; TbMetRS inhib: 0.0; LMPTP inh: 1.1; STEP block: 1; DNMT1 block: 1; CSN deneddyl inh: -1

What do the screens show for `COc1ccc(CCNC(=O)CSCC(=O)Nc2ccccc2)cc1OC`?
Rpn11 block: inactive; Scp1 inh: -9; NadD block: 4; MLLE-PAM2 inh: 2; SUMO1 PPI mod: 4; TbMetRS inhib: -0.4; LMPTP inh: -0.6; STEP block: 1; DNMT1 block: 0; CSN deneddyl inh: -2

Results for Cn1c(=O)c2c(nc(CN3CCc4ccccc4C3)n2Cc2ccccc2F)n(C)c1=O ?
Rpn11 block: inactive; Scp1 inh: 7; NadD block: 5; MLLE-PAM2 inh: 11; SUMO1 PPI mod: -3; TbMetRS inhib: -1.0; LMPTP inh: -0.4; STEP block: -4; DNMT1 block: -6; CSN deneddyl inh: -1

How did CCCOc1ccc(Cn2c(=O)oc3ccc(C)cc32)cc1OC do in these assays?
Rpn11 block: inactive; Scp1 inh: -4; NadD block: -1; MLLE-PAM2 inh: -8; SUMO1 PPI mod: 2; TbMetRS inhib: -0.5; LMPTP inh: 1.3; STEP block: 2; DNMT1 block: -3; CSN deneddyl inh: 4

Results for O=C(Nc1ccccc1)N(CCCN1CCOCC1)Cc1cccs1 ?
Rpn11 block: inactive; Scp1 inh: -3; NadD block: -6; MLLE-PAM2 inh: -4; SUMO1 PPI mod: -2; TbMetRS inhib: -0.4; LMPTP inh: -2.6; STEP block: -3; DNMT1 block: 0; CSN deneddyl inh: 1

How did COc1cc2[nH]c(=O)n(Cc3ccc(C(=O)NCC4CCCO4)cc3)c(=O)c2cc1OC (stereo not drawn) do in these assays?
Rpn11 block: inactive; Scp1 inh: -12; NadD block: -5; MLLE-PAM2 inh: 14; SUMO1 PPI mod: 4; TbMetRS inhib: -0.6; LMPTP inh: 0.6; STEP block: 3; DNMT1 block: -2; CSN deneddyl inh: 5

What do the screens show for `Cc1ccccc1NC(=S)NCc1ccco1`?
Rpn11 block: inactive; Scp1 inh: -7; NadD block: -1; MLLE-PAM2 inh: -5; SUMO1 PPI mod: 5; TbMetRS inhib: 1.3; LMPTP inh: -0.7; STEP block: -3; DNMT1 block: -2; CSN deneddyl inh: -3

How did C=CCn1c(Cc2csc(N)n2)nnc1SCC(=O)Nc1ccccc1C(F)(F)F do in these assays?
Rpn11 block: inactive; Scp1 inh: -4; NadD block: -2; MLLE-PAM2 inh: -7; SUMO1 PPI mod: 2; TbMetRS inhib: -0.1; LMPTP inh: -0.3; STEP block: -3; DNMT1 block: -1; CSN deneddyl inh: 7

How did CCOC(=O)C1(C)CCN1C(=O)c1ccc(OC)c(C(F)(F)F)c1 (stereo not drawn) do in these assays?
Rpn11 block: inactive; NadD block: 4; MLLE-PAM2 inh: 14; SUMO1 PPI mod: -9; TbMetRS inhib: -0.4; LMPTP inh: -1.6; STEP block: 2; DNMT1 block: 2; CSN deneddyl inh: 2

How did CC1C=CCC2C(=O)N(c3ccc(Cl)cc3O)C(=O)C12 (stereo not drawn) do in these assays?
Rpn11 block: inactive; Scp1 inh: -5; NadD block: 7; MLLE-PAM2 inh: -1; SUMO1 PPI mod: 16; TbMetRS inhib: 0.7; LMPTP inh: -1.6; STEP block: -5; DNMT1 block: -6; CSN deneddyl inh: -4

What do the screens show for `COC(=O)[C@]12CCCCC=C1N(Cc1ccco1)C(=O)[C@H](CC(=O)NCC1CCCCC1)C2`?
NadD block: 4; SUMO1 PPI mod: 4; TbMetRS inhib: -0.3; LMPTP inh: -0.2; CSN deneddyl inh: 0

What do the screens show for `Cn1c(Cn2c(=O)sc3ccccc32)nnc1SCC(=O)Nc1ccccc1F`?
Rpn11 block: inactive; Scp1 inh: -8; NadD block: -4; MLLE-PAM2 inh: 3; SUMO1 PPI mod: 0; TbMetRS inhib: -0.2; LMPTP inh: -0.4; STEP block: -2; DNMT1 block: 0; CSN deneddyl inh: -1

How did Cc1ccccc1NC(=O)COc1ccccc1C do in these assays?
Rpn11 block: inactive; Scp1 inh: 3; NadD block: -4; MLLE-PAM2 inh: -1; SUMO1 PPI mod: 1; TbMetRS inhib: -0.6; LMPTP inh: -3.0; STEP block: 1; DNMT1 block: -1; CSN deneddyl inh: 0

Results for Cc1ccc([N+](=O)[O-])cc1CN1CCN(c2ncc(Cc3ccccc3)cn2)CC1 ?
SUMO1 PPI mod: -6; TbMetRS inhib: -0.2; LMPTP inh: 3.1; CSN deneddyl inh: 3

Results for CCOC(=O)c1cc(C#N)c(Oc2ccccc2)nc1-c1ccccc1 ?
Rpn11 block: inactive; Scp1 inh: -13; NadD block: -4; MLLE-PAM2 inh: -10; SUMO1 PPI mod: -2; TbMetRS inhib: -0.5; LMPTP inh: 3.9; STEP block: 1; DNMT1 block: -3; CSN deneddyl inh: 5

How did Cc1ccc(-n2cc(CN(C)Cc3nccn3C)c(-c3cccc(C)c3)n2)cc1 do in these assays?
Rpn11 block: inactive; Scp1 inh: -3; NadD block: -6; MLLE-PAM2 inh: -10; SUMO1 PPI mod: 5; TbMetRS inhib: 0.0; LMPTP inh: 0.2; STEP block: -2; DNMT1 block: -5; CSN deneddyl inh: 0

What do the screens show for `C=CCN1C(=O)S/C(=C\c2ccc(N3CCOCC3)cc2C)C1=O`?
Rpn11 block: inactive; Scp1 inh: -5; NadD block: -1; MLLE-PAM2 inh: -55; SUMO1 PPI mod: -21; TbMetRS inhib: -1.7; LMPTP inh: 0.4; STEP block: -2; DNMT1 block: -2; CSN deneddyl inh: 10

What do the screens show for `CCN1CCN(CCNC(=O)c2ccc3c(c2)N(Cc2ccc(F)cc2)C(=O)/C(=C/c2ccccc2)S3)CC1`?
Rpn11 block: inactive; Scp1 inh: -12; NadD block: -3; MLLE-PAM2 inh: 4; SUMO1 PPI mod: -158; TbMetRS inhib: -0.4; LMPTP inh: -1.9; STEP block: 3; DNMT1 block: -10; CSN deneddyl inh: 1

Results for COC(=O)C(C)NC(=O)C12CC3CC(C1)CC(c1ccc(C)cc1)(C3)C2 (stereo not drawn) ?
Rpn11 block: inactive; Scp1 inh: -7; NadD block: -4; MLLE-PAM2 inh: 6; SUMO1 PPI mod: 1; TbMetRS inhib: -1.4; LMPTP inh: 1.4; STEP block: 0; DNMT1 block: -2; CSN deneddyl inh: -2

What do the screens show for `Fc1ccc2[nH]c3c(N4CCc5ccccc5C4)ncnc3c2c1`?
Rpn11 block: inactive; Scp1 inh: 0; NadD block: 20; MLLE-PAM2 inh: -8; SUMO1 PPI mod: 13; TbMetRS inhib: 58*; LMPTP inh: 1.8; STEP block: -1; DNMT1 block: -4; CSN deneddyl inh: 0

Results for COc1cccc2cc(CC(=O)c3ccc(C)c(C)c3)c(=O)oc12 ?
Rpn11 block: inactive; Scp1 inh: -21; NadD block: -8; MLLE-PAM2 inh: 6; SUMO1 PPI mod: -4; TbMetRS inhib: 0.1; LMPTP inh: 1.3; STEP block: 0; DNMT1 block: -1; CSN deneddyl inh: 1

What do the screens show for `CCN(CC(=O)NC1CCS(=O)(=O)C1)S(=O)(=O)c1cc(Br)ccc1Br` (stereo not drawn)?
Rpn11 block: inactive; Scp1 inh: 2; NadD block: -4; MLLE-PAM2 inh: 20; SUMO1 PPI mod: 2; TbMetRS inhib: -0.3; LMPTP inh: -1.2; STEP block: 3; DNMT1 block: 8; CSN deneddyl inh: 5

Results for O=C(c1ccccc1F)N1CCN(c2ncccn2)CC1 ?
Rpn11 block: inactive; Scp1 inh: -2; NadD block: 1; MLLE-PAM2 inh: 2; SUMO1 PPI mod: -2; TbMetRS inhib: -0.6; LMPTP inh: 0.6; STEP block: 1; DNMT1 block: 0; CSN deneddyl inh: -3

Ordered by molar mass (rising): 3 of the compounds above
What do the screens show for `Fc1ccc2[nH]c3c(N4CCc5ccccc5C4)ncnc3c2c1`?
Rpn11 block: inactive; Scp1 inh: 0; NadD block: 20; MLLE-PAM2 inh: -8; SUMO1 PPI mod: 13; TbMetRS inhib: 58*; LMPTP inh: 1.8; STEP block: -1; DNMT1 block: -4; CSN deneddyl inh: 0

What do the screens show for `CCN(CC(=O)NC1CCS(=O)(=O)C1)S(=O)(=O)c1cc(Br)ccc1Br` (stereo not drawn)?
Rpn11 block: inactive; Scp1 inh: 2; NadD block: -4; MLLE-PAM2 inh: 20; SUMO1 PPI mod: 2; TbMetRS inhib: -0.3; LMPTP inh: -1.2; STEP block: 3; DNMT1 block: 8; CSN deneddyl inh: 5

What do the screens show for `CCN1CCN(CCNC(=O)c2ccc3c(c2)N(Cc2ccc(F)cc2)C(=O)/C(=C/c2ccccc2)S3)CC1`?
Rpn11 block: inactive; Scp1 inh: -12; NadD block: -3; MLLE-PAM2 inh: 4; SUMO1 PPI mod: -158; TbMetRS inhib: -0.4; LMPTP inh: -1.9; STEP block: 3; DNMT1 block: -10; CSN deneddyl inh: 1

From PubChem BioAssay
